# HEK293 NOD2/NF-kB: NOD2 signaling inhibitors, cell-based, luminescence, uHTS, HEK293 (AID 1566). HEK293 NOD2/NF-kB luciferase reporter, luminescence; higher % means a stronger effect. inhibition, % at 4 µM, or EC50 in µM where a hit was titrated. actives 0.63% (n = 290,000); also: many of its hits are not listed in these tables
# KOR beta-arrestin-1: KOR antagonists, beta-arrestin recruitment, cell-based, luminescence, uHTS (AID 1778). inhibition, % at 10 µM, or IC50 in µM where a hit was titrated. KOR beta-arrestin recruitment, luminescence, antagonist mode; higher % means a stronger effect. actives 0.091% (n = 290,000). Kappa-type opioid receptor (Homo sapiens); also: strong numbers were not always called active
# Yfh1-off respiration: enhancers of respiration in Yfh1-depleted yeast, dose response, Friedreich's ataxia, plus single-dose screen (AID 1465); S. cerevisiae Yfh1-off respiration, WST-1 reduction, 72 h; higher fold induction means a stronger effect; one-dose fold induction at 50 µM; EC50 in µM for titrated hits; actives 0.074% (n = 220,000);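 active = fold induction of absorbance versus untreated yeast above a set limit, then at least 30% activation at any dose in follow-up; inconclusive = repeats straddling the limit, or above it without dose testing; inactive = fold induction below the set limit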;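 also: activators that raise dye reduction in frataxin-depleted yeast; strong numbers were not always called active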
# KOR beta-arrestin-2: KOR agonists, beta-arrestin recruitment, primary screen, cell-based, luminescence, uHTS (AID 1777); Kappa-type opioid receptor (Homo sapiens); KOR beta-arrestin recruitment, luminescence; higher % means a stronger effect; one-dose activation, % at 10 µM; EC50 in µM for titrated hits; actives 0.02% (n = 280,000); in the data active = activation above about 50%, passing the limit was not always enough; also: a part of the inactive calls stands beside numbers as strong as those of hits
# West Nile virus CPE: West Nile virus antiviral activity, cell-based, CPE readout (AID 1621). West Nile virus-infected cells, CPE inhibition; higher % means a stronger effect. one-dose CPE inhibition, % at 10 µM; IC50 in µM for titrated hits. actives 0.02% (n = 290,000); in the data active = a potency from the dose series; inconclusive = CPE inhibition mostly from about 3.7% at the one dose, without a potency; inactive = the rest, 99 in 100 with CPE inhibition below about 2.2%; also: strong numbers were not always called active
# AID2073: inhibitors of Mint1-CaV2.2 protein interaction, biochemical, HTRF (AID 2073); one-dose inhibition, % at 20 µM; IC50 in µM for titrated hits; HTRF protein-protein interaction, Mint1-CaV2.2; higher % means a stronger effect; Voltage-dependent N-type calcium channel subunit alpha-1B (Homo sapiens); actives 0.19% (n = 290,000); in the data active = inhibition mostly above about 51%, no sharp cut-off; inconclusive = no clear call, values can overlap the other calls; inactive = mostly below about 53%; also: some results filed as inactive read as strong as hits
# NOD1 NF-kB reporter: NOD1 signaling inhibitors, primary screen, cell-based, luminescence, uHTS (AID 1578); NOD1-driven NF-kB luciferase reporter cells, luminescence; higher % means a stronger effect; inhibition, % at 4 µM, or EC50 in µM where a hit was titrated; actives 1% (n = 290,000); in the data active = inhibition mostly above about 36%, no sharp cut-off; inactive = mostly below about 34%;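 also: HEK-293T reporter cells stimulated with the NOD1 agonist gamma-tri-DAP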
# HIV fusion peptide: inhibitors of HIV fusion peptide binding, primary screen, biochemical, uHTS, fluorescence dequenching (AID 1986); cell-free peptide binding, fluorescence dequenching, 30 min; higher % means a stronger effect; one-dose inhibition, % at 20 µM; IC50 in µM for titrated hits; actives 0.3% (n = 290,000); in the data active = inhibition mostly above about 52%, no sharp cut-off; inactive = mostly below about 76%; also: some results filed as inactive read as strong as hits
# Dengue-2 NS5 capping: Dengue-2 NS5 methyltransferase inhibitors, primary screen, biochemical, confirmation dose response (AID 588689); Genome polyprotein (Dengue virus type 2 (strain 16681-PDK53)); Dengue-2 NS5 methyltransferase capping enzyme assay, biochemical; higher % means a stronger effect; one-dose inhibition, % at 25 µM; IC50 in µM for titrated hits; actives 0.3% (n = 340,000); in the data active = a potency from the dose series; inconclusive = inhibition above about 29% without an active follow-up result
# Numbers without * were called inactive; i = inactive; ? = inconclusive; . = not tested or not shown; [ ] = dose if it differs, or a comment. Rule as the data show it, unless noted: active = inhibition above about 50%; inactive = the rest. Not all compounds are listed. The share of hits here may be higher or lower than overall.
SMILES,HEK293 NOD2/NF-kB,KOR beta-arrestin-1,Yfh1-off respiration,KOR beta-arrestin-2,West Nile virus CPE,AID2073,NOD1 NF-kB reporter,HIV fusion peptide,Dengue-2 NS5 capping
CCC(Sc1nc2ccc(C)cc2[nH]1)C(=O)O (configuration not stated),10%,-30%,i,8.9%,-0.2%,-5%,7%,-1.6%,-1%
O=c1[nH]c2cc3c(cc2cc1CN(CCc1ccccc1)Cc1nnnn1CC1CCCO1)OCO3 (configuration not stated),2%,-3%,i,-1.4%,-0.5%,42%,-2%,29%,4%
O=[N+]([O-])c1ccccc1/C=C/CN1CCCCC1,16%,19%,i,0.5%,-0.5%,-1%,14%,3.0%,-3%
COc1cc(CO)cc(Br)c1OCC(=O)Nc1cccc2ccccc12,12%,8%,i,-4.5%,-0.2%,15%,-18%,-1.0%,-5%
CCOc1cccc(C(=O)Nc2nc(-c3ccc(S(=O)(=O)N4CCOCC4)cc3)cs2)c1,9%,-47%,i,0.6%,0.3%,19%,8%,-0.6%,.
COc1cccc(S(=O)(=O)NCC(=O)Nc2ccc(C(C)(C)C)cc2)c1,17%,-41%,i,0.0%,-1.7%,8%,-16%,1.1%,-9%
Cc1ccc(-n2c(-c3ccccc3)c[n+]3c2CCC3)cc1,27%,-14%[20 µM],i,1.1%,0.6%,1%,10%,1.3%,-5%
CCOc1ccc(S(=O)(=O)N(CC(=O)NCc2ccncc2)c2ccc(C)cc2)cc1,-1%,-21%,.,-5.7%,-0.3%,28%,-18%,1.8%,-8%
O=C(CC(Cc1ccccc1)C(=O)O)Nc1ccccc1 (configuration not stated),-11%,-24%,.,2.6%,1.1%,9%,-8%,-1.2%,-5%
C/C=C\C(=O)Nc1cccc(C2=NOC3(C2)C[C@@H](C(N)=O)N(C(=O)CC(c2ccccc2)c2ccccc2)C3)c1 (some centres not stated),-4%,-4%,i,.,-0.4%,?,-1%,-0.1%,-4%
CN(CC(=O)Nc1cccc(C(F)(F)F)c1)Cc1ccccc1,-2%,0%,.,-3.3%,0.3%,-6%,-32%,1.6%,3%
Cc1ccc2nc(NC(=O)Cc3cccs3)sc2c1,-28%,-5%,i,5.7%,-0.4%,12%,-22%,0.4%,-1%
CCCc1cc(NCc2ccccn2)n2nc(C)c(-c3ccccc3)c2n1,17%,17%,i,-0.3%,0.4%,7%,-1%,0.6%,.
CSc1ccc(CNc2ccc(Cl)cc2)cc1,-10%,26%,i,-0.3%,-0.8%,-3%,4%,-1.8%,-4%
Cc1cc(C)n(C(=O)CCNC(=O)c2ccccc2Cl)n1,16%,9%,i,-2.7%,0.2%,3%,-9%,-0.8%,1%
CC1CC(C(F)F)n2nc(C(=O)O)cc2N1 (configuration not stated),-4%,-1%,i,9.8%,0.4%,-2%,-9%,-2.7%,2%
O=C(CCN(NC(=O)c1ccccc1)C1=NS(=O)(=O)c2ccccc21)NC1CCCCC1,6%,-7%,i,13%,0.6%,48%,21%,0.7%,-4%
CC(=O)Nc1ccc(OCC[n+]2cccc(C(N)=O)c2)cc1,-4%,-48%,i,3.1%,0.2%,-10%,-33%,1.0%,.
O=C(CCn1c(=O)[nH]c2ccsc2c1=O)N1CCN(Cc2ccc3c(c2)OCO3)CC1,13%,-6%,.,-0.9%,.,2%,-5%,-0.6%,-4%
CN1C(=O)C(C)(C)c2cc(S(=O)(=O)N3CCCC(C(=O)NCc4ccccc4Cl)C3)ccc21 (configuration not stated),18%,7%[20 µM],.,-1.6%,-0.8%,0%,-10%,1.4%,1%
O=C(Nc1cccc(Cl)c1Cl)C1CCCO1 (configuration not stated),9%,-38%[20 µM],.,-5.6%,-1.1%,12%,-9%,0.2%,.
CCOC(=O)c1c(NC(=O)CN2CCCCC2)sc2c1CCC(C=O)=C2Cl,16%,84%,i,-0.2%,0.0%,6%,-51%,-0.3%,19%
COc1ccc(/C=N/NC(=O)c2c(C)nc3ccc(Cl)cn23)cc1OC,-18%,24%,.,-3.9%,-0.7%,15%,-3%,0.3%,-6%
COc1cc(SC)ccc1C(=O)N1CCN(c2ccccc2OC)CC1,-28%,-25%[20 µM],i,-3.3%,-1.2%,3%,3%,0.7%,1%
Cc1nnc(SCc2cc(=O)[nH]c(Nc3nc(C)c4cc(C)c(C)cc4n3)n2)s1,30%,-21%,i,1.2%,-0.4%,-33%,-24%,9.1%,.
# (listing goes on)
SMILES,HEK293 NOD2/NF-kB,KOR beta-arrestin-1,Yfh1-off respiration,KOR beta-arrestin-2,West Nile virus CPE,AID2073,NOD1 NF-kB reporter,HIV fusion peptide,Dengue-2 NS5 capping
CC(=O)NCCSCCNC(C)=O,1%,15%,i,0.0%,0.2%,-6%,-6%,-1.2%,4%
CC(Oc1ccccc1)C(=O)N=C1SC2CS(=O)(=O)CC2N1c1ccc(F)cc1 (configuration not stated),-6%,-28%,.,8.4%,0.2%,9%,-6%,2.2%,-4%
COC(=O)c1sc(NC(=S)NC(=O)c2ccccc2F)nc1C,-97%,23%,i,0.5%,2.2%,?,-45%,4.2%,-4%
COc1ccc(OC)c(-c2nnc(SCC(=O)NC3CCCCC3)o2)c1,-10%,8%,i,-2.9%,-0.7%,-2%,-5%,-1.4%,20%
COc1ccc2c(c1OC)C(=O)N(c1cccc(C)c1)C2=O,6%,-6%,i,-3.1%,0.1%,0%,15%,-1.3%,-5%
CC(C)CN(CC(C)C)S(=O)(=O)N1CCC(C(=O)NCc2cccnc2)CC1,9%,-39%,i,0.1%,0.9%,-3%,-27%,-0.6%,-8%
O=C(CCCSc1nc2sc3c(c2c(=O)[nH]1)CCC3)NCCO,8%,13%,i,-7.5%,0.1%,-6%,12%,-2.5%,-5%
O=S1(=O)NC(=NC2CCCCCC2)c2ccccc21,-13%,0%,i,8.3%,-0.6%,1%,-23%,0.5%,-7%
CCOc1ccccc1C(=O)N[C@H](C(=O)OCc1cc([N+](=O)[O-])cc2c1OCOC2)C(C)C,10%,10%,i,-5.6%,-0.6%,1%,23%,-1.4%,-2%
CC1CCN(CC(O)COc2ccc(-c3ccccc3)cc2)CC1 (configuration not stated),-38%,-39%[20 µM],.,-1.7%,-1.5%,-9%,-36%,-2.4%,-2%
COc1ccc2c(c1)C(C)=CC(C)(C)N2C(=O)CN1C(=O)CCC1=O,8%,8%,i,-1.4%,-0.5%,0%,-18%,1.9%,-5%
Clc1ccc(C2=NNC(=NCc3ccc4c(c3)OCO4)SC2)cc1,-66%,-20%,i,-2.1%,-1.0%,-21%,-32%,9.0%,3%
COc1ccc(OCC(O)CNCCOc2ccccc2OC)c(C(C)(C)C)c1 (configuration not stated),9%,4%,.,-2.8%,-0.3%,8%,-2%,0.2%,-7%
Cc1cc(NC(=O)c2cc3ncc(Br)cn3n2)no1,-26%,4%,i,-0.1%,-0.1%,3%,-41%,2.1%,4%
NC(=O)c1cc2cc(Br)ccc2o/c1=N/NC(=O)c1cccc(F)c1,-8%,37%,.,-3.8%,-0.2%,0%,-5%,0.2%,2%
CCOC(=O)c1c(C)[nH]c(C(=O)Cn2c(=O)c3c(ncn3CC)n(Cc3ccccc3)c2=O)c1C,14%,36%,i,0.8%,1.1%,-1%,-36%,3.5%,.
C#Cc1ccc([C@H]2C=C(C(=O)O)O[C@@H](OCc3ccc(CO)cc3)C2)cc1,16%,-1%,i,-2.9%,1.3%,4%,-17%,8.6%,4%
COc1ccc(NC(=O)Nc2nnc(-c3ccco3)s2)cc1,-153%,8%,i,-0.6%,-0.2%,8%,-7%,-0.8%,-6%
COCCNC(=O)Cn1cnc([N+](=O)[O-])n1,-1%,2%,i,-0.3%,0.3%,1%,-39%,9.3%,-11%
Cn1c(=O)n(C)c2cc(/C=C(/C#N)C(=O)NCc3ccco3)ccc21,1%,-13%[20 µM],i,-2.1%,-0.2%,10%,-26%,-0.9%,-5%
COc1ccccc1CNC(=O)CS(=O)(=O)c1ccccc1,10%,12%,.,-1.4%,-0.1%,8%,-12%,-0.6%,-6%
CCCCCc1c(C)nc(N2CCOCC2)[nH]c1=O,16%,-17%,i,-4.1%,0.8%,5%,-18%,-2.2%,-8%
Nc1nc(Cl)cc(Oc2ccccc2F)n1,-4%,37%,i,1.7%,0.1%,5%,-4%,0.4%,7%
CCOc1cc(S(=O)(=O)N2CC=C(c3ccc(F)cc3)CC2)c(OCC)cc1-n1cnnn1,13%,-50%,i,3.8%,1.0%,8%,11%,-1.5%,-10%
OCCNCc1cc(Br)ccc1OCc1ccc(Cl)cc1,13%,4%,.,6.7%,.,0%,-13%,-2.3%,-3%
# The list goes on:
SMILES,HEK293 NOD2/NF-kB,KOR beta-arrestin-1,Yfh1-off respiration,KOR beta-arrestin-2,West Nile virus CPE,AID2073,NOD1 NF-kB reporter,HIV fusion peptide,Dengue-2 NS5 capping
CC(C)(C)Sc1ccccc1S(=O)(=O)C(C)(C)C,6%,20%,i,3.2%,0.1%,-8%,-6%,0.5%,-1%
Oc1ccc(N2CCN(c3nnnn3-c3ccccc3)CC2)cc1,0%,-5%,i,0.0%,0.2%,-34%,-55%,-3.2%,5%
COc1cc(/C=C2\CCC(C3CCCC3)C2=O)ccc1OC(C)C (configuration not stated),1%,-6%,.,-5.2%,-1.9%,8%,-6%,-1.3%,-1%
CCOC(=O)Cn1nc(C)c(NC(=O)COc2ccccc2)c1C,10%,-14%[20 µM],i,-6.6%,-0.2%,-8%,11%,-3.0%,1%
O=C1NC(=S)N/C1=C/c1cccc2ccccc12,-15%,-24%,.,-1.0%,-0.2%,19%,-14%,0.5%,-2%
CC(C)=CCN1CCN(Cc2cc(CC(C)C)n[nH]2)CC1CCO (configuration not stated),-18%,17%,i,7.2%,-0.7%,9%,7%,-0.2%,-9%
Cn1cccc1Cc1nnc(SCC(=O)NCc2ccc3c(c2)OCO3)n1CCc1ccccc1,-13%,-5%,i,0.2%,-1.0%,-4%,-21%,1.3%,-2%
Cc1cc(C)c(NC(=O)C2c3ccccc3Oc3ccccc32)c(C)c1,-30%,11%,i,-1.6%,-0.4%,11%,24%,-0.6%,-3%
CCOC(=O)[C@@H]1[C@H]2COc3cc(OC)ccc3[C@H]2N2C(=O)N(c3ccc(C)cc3)C(=O)[C@@]12C,19%,2%[20 µM],.,-1.7%,-0.9%,4%,-13%,-0.1%,7%
O=C(Nc1nc(N2C(=O)c3ccccc3C2=O)n(-c2ccccc2)n1)c1ccc(F)cc1,19%,18%,i,-5.0%,0.1%,-3%,6%,-2.3%,-1%

# Assay outcomes (PubChem)
